Dyrk1A ADPGlo = blocks rat Dyrk1A kinase activity; 0.43% of 310,000 active; ADP-Glo luminescence, NFATc1 peptide; inhibition, % at 12.5 µM; Q63470; in the data active = inhibition above about 50%;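 also: plate controls were vehicle with enzyme for no effect and no enzyme for full effect; many of its hits are not listed in these tables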
KCNQ1 act = human KCNQ1 channel potentiation or activation; P51787; CHO-K1 KCNQ1, thallium flux FluxOR fluorescence; hits give high values; B-score at 10 µM; 0.35% of 310,000 active; AID 2648;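 active = fluorescence ratio B-score, a plate-corrected score, at least three library SD, with initial intensity B-score within 5 SD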
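System: CHO-K1 cells stably expressing KCNQ1 / Medium: assay buffer for compound exposure, DMSO matched across wells / Reagent: thallium- and potassium-containing depolarizing buffer / Compound: one concentration, matched DMSO / Incubation: 20 min compound pretreatment at room temperature / Measured by: kinetic FluxOR fluorescence, 10 s baseline plus 110 s post-stimulus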
KCNQ1 block = inhibitors of human KCNQ1 potassium channel; P51787; CHO-K1 KCNQ1, FluxOR thallium flux fluorescence; hits give high values; B-score at 10 µM; 1.3% of 310,000 active; AID 2642;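 active = compounds whose thallium flux B-score, printed positive for inhibition, exceeds three library SD while starting fluorescence stays within three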;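 also: channel opened by potassium depolarization with thallium stimulus after 20 min compound exposure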
TRPC4 PAM = allosterically enhances the mouse TRPC4 cation channel; HEK293 TRPC4beta/mu-opioid, DAMGO EC20, Fluo-4 Ca2+ flux; hits give high values; Q9QUQ5; 0.42% of 310,000 active; B-score at 10 µM;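 active = B-score of calcium response area above 5 SD of library B-scores, with initial fluorescence ratio within 5 SD of library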;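 also: B-score of integrated fluorescence ratio over time as area under calcium response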
TRPC4 block = TRPC4 (mouse) channel inhibition. B-score at 10 µM. Q9QUQ5. HEK293 TRPC4beta/mu-opioid, DAMGO-evoked Fluo4 calcium flux; hits give low values. 0.39% of 300,000 active;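 active = B-score over 3 SD under the library average, no early fluorescence shift, positive overall ratio signal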
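Assay system – HEK293 line stably carrying TRPC4beta and mu-opioid receptor · Doses – single dose · Detection – Fluo4 calcium-dye fluorescence, kinetic read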
TRPC4 agonist = opens the mouse TRPC4 cation channel. Q9QUQ5. HEK293 TRPC4beta/mu-opioid, Fluo4 calcium fluorescence; hits give high values. B-score at 10 µM. 0.49% of 310,000 active. AID 2237;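 active = B-score above 5 SD of library B-scores, and initial fluorescence ratio not above library mean plus 5 SD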;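 also: positive B-score marks a calcium rise read as TRPC4 activation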
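System – HEK293 cells stably co-expressing mouse TRPC4beta and mu-opioid receptor · Signal – Fluo4 calcium-sensitive dye fluorescence, kinetic, 1 Hz baseline · Benchmarks – buffer (low) and maximal DAMGO (high) · Read-out – B score of integrated fluorescence ratio per well · Incubation – dye loading 45 min room temperature, 110 s kinetic read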
Platelet DG rel = modulates dense granule release in human platelets. human platelet-rich plasma, SFLLRN dense granule ATP release, luminescence. 0.22% of 300,000 active. inhibition, %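 (compounds screened at 7.5 µM in platelet-rich plasma)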;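 active = mean replicate score, as percent of positive control, at or above 50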
PolyA inh = inhibitors of polyadenylation in S. cerevisiae. S. cerevisiae SKY197-pL101 polyadenylation reporter, beta-gal luminescence; efflux-impaired pdr1/pdr3 knockout yeast; score 100 = 6 SD above DMSO. calls only at 12 µM. 0.02% of 300,000 active. AID 1875;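 active = lowest replicate activity score at least 50, where 100 means six control SD above control mean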;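 also: yeast exposed to compound for 9 h at 30 °C; higher score means more reporter readthrough which indicates perturbed polyadenylation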
KCNK3 inh = human KCNK3 channel inhibition, primary screen; O14649; CHO-KCNK3 thallium flux, FluxOR fluorescence; hits give low values; B-score at 10 µM; 0.84% of 340,000 active; AID 602410;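 active = B-score under library mean minus 4 SD, starting fluorescence ratio at most library mean plus 5 SD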;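 also: more negative B-score means stronger inhibition of thallium flux through KCNK3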
Target sequence (O14649 whole entry, looked up): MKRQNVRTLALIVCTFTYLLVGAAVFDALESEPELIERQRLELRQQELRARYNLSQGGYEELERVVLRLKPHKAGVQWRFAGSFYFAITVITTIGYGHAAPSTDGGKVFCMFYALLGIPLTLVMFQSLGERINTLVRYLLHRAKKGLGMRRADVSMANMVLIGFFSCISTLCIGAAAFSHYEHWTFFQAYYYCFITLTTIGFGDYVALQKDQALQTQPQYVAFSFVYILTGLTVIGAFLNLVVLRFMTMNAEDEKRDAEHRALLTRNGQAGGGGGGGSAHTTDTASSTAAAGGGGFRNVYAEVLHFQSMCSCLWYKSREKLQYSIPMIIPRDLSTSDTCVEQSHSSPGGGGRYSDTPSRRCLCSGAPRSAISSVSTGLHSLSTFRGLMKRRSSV
KCNK9 block = inhibitors of human KCNK9 two-pore domain potassium channel | Q9NPC2 | HEK293 KCNK9, FluxOR thallium flux fluorescence; hits give low values | B-score at 10 µM | 1.2% of 310,000 active;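 active = ratio B-score over 3 SD below the library mean, with starting fluorescence within 5 SD of its mean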;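 also: negative B-score means less thallium flux so channel inhibition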
Target sequence (Q9NPC2 whole entry, looked up, the tested form may be a part): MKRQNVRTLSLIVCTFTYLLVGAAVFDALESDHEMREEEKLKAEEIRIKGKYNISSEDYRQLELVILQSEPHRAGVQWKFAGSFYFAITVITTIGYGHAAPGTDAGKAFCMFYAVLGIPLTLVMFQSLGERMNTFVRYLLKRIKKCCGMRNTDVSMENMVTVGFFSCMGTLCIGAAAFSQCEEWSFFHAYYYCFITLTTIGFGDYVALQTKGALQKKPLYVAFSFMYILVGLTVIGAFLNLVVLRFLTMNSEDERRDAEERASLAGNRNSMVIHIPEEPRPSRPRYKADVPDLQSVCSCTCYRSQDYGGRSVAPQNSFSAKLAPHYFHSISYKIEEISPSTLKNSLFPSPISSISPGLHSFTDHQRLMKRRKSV
hERG rescue = hERG (human) protection from proarrhythmic block; 0.51% of 310,000 active; Q12809; AID 1511; CHO-hERG, FluxOR thallium flux, dofetilide IC70 present; activation (rescue from dofetilide block), less the hit threshold, % at 10 µM;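 active = activation above the mean of controls blocked by dofetilide plus 5 SD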;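 also: thallium influx through hERG after potassium depolarization seen as dye fluorescence rise; in these data hits start at about 4.7%; inactives centre near -7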
An asterisk follows results filed as active.

For [2H]c1c([2H])c([2H])c(-c2nc(N3CCCCCC3)sc2C(=O)c2ccccc2)c([2H])c1[2H] the results were Dyrk1A ADPGlo -1, KCNQ1 act inactive, KCNQ1 block inactive, TRPC4 PAM inactive, TRPC4 block inactive, TRPC4 agonist inactive, Platelet DG rel 8, PolyA inh inactive, KCNK3 inh inactive, KCNK9 block inactive and hERG rescue -13.
Screening Cn1c(=O)c2[nH]c(COc3ccc(C(C)(C)C)cc3)nc2n(C)c1=O returned Dyrk1A ADPGlo -4, KCNQ1 act inactive, KCNQ1 block inactive, TRPC4 PAM inactive, TRPC4 block inactive, TRPC4 agonist inactive, Platelet DG rel 6, PolyA inh inactive, KCNK3 inh inactive, KCNK9 block inactive and hERG rescue -9.
Screening CC(=O)Nc1ccc(C(=O)NC(CC(=O)O)c2ccc(Cl)cc2)cc1 (centres undefined) returned Dyrk1A ADPGlo 3, KCNQ1 act inactive, KCNQ1 block inactive, TRPC4 PAM inactive, TRPC4 block inactive, TRPC4 agonist inactive, Platelet DG rel 3, PolyA inh inactive, KCNK3 inh inactive, KCNK9 block inactive and hERG rescue -8.
`CSc1nc(N)nc(SCC(=O)c2ccccc2)c1C#N` gave Dyrk1A ADPGlo -5, KCNQ1 act inactive, KCNQ1 block inactive, TRPC4 PAM inactive, TRPC4 block inactive, TRPC4 agonist inactive, Platelet DG rel -11, PolyA inh inactive, KCNK3 inh inactive, KCNK9 block inactive and hERG rescue -7.
For O=C(CN1C(=O)C2C3c4ccccc4C(c4ccccc43)C2C1=O)Nc1ccccc1C(=O)O (centres undefined) the results were Dyrk1A ADPGlo -3, KCNQ1 act inactive, KCNQ1 block inactive, TRPC4 PAM inactive, TRPC4 block inactive, TRPC4 agonist inactive, Platelet DG rel -12, PolyA inh inactive, KCNK3 inh inactive, KCNK9 block inactive and hERG rescue -10.
Screening CCOC(=O)c1cc(=O)n2[nH]c(-c3ccc(C)cc3)cc2n1 returned Dyrk1A ADPGlo -7, KCNQ1 act inactive, KCNQ1 block inactive, TRPC4 PAM inactive, TRPC4 block inactive, TRPC4 agonist inactive, Platelet DG rel -1, PolyA inh inactive, KCNK3 inh inactive, KCNK9 block inactive and hERG rescue -11.
Screening COc1ccccc1CN(Cc1cc2cc3c(cc2[nH]c1=O)OCCO3)Cc1nnnn1Cc1ccco1 returned Dyrk1A ADPGlo -2, KCNQ1 act inactive, KCNQ1 block inactive, TRPC4 PAM inactive, TRPC4 block inactive, TRPC4 agonist inactive, Platelet DG rel 9, PolyA inh inactive, KCNK3 inh inactive, KCNK9 block inactive and hERG rescue -11.
For Cc1ccc2c(c1)nnn2C1CCN(S(=O)(=O)c2ccc(C(=O)NC3CCCC3)cc2)CC1 the results were Dyrk1A ADPGlo 1, KCNQ1 act inactive, KCNQ1 block inactive, TRPC4 PAM inactive, TRPC4 block inactive, TRPC4 agonist inactive, Platelet DG rel -1, PolyA inh inactive, KCNK3 inh inactive, KCNK9 block inactive and hERG rescue -13.
Screening CCCN1CCN(CC(O)COC(c2ccc(OC)cc2)c2ccc(OC)cc2)CC1 (centres undefined) returned Dyrk1A ADPGlo 0, KCNQ1 act inactive, KCNQ1 block inactive, TRPC4 PAM inactive, TRPC4 block inactive, TRPC4 agonist inactive, Platelet DG rel 13, PolyA inh inactive, KCNK3 inh inactive, KCNK9 block inactive and hERG rescue -4.
For CC1CN(c2ccccc2)c2nc3c(c(=O)[nH]c(=O)n3C)n2C1 (centres undefined) the results were Dyrk1A ADPGlo 8, KCNQ1 act inactive, KCNQ1 block inactive, TRPC4 PAM inactive, TRPC4 block inactive, TRPC4 agonist inactive, Platelet DG rel -2, PolyA inh inactive, KCNK3 inh inactive, KCNK9 block inactive and hERG rescue -1.
CCOc1cccc2c1OC(c1cc(OC)c(OC)c(OC)c1)N1N=C(c3ccc(C)o3)CC21 (centres undefined) was read as Dyrk1A ADPGlo 0, KCNQ1 act inactive, KCNQ1 block inactive, TRPC4 PAM inactive, TRPC4 block inactive, TRPC4 agonist inactive, Platelet DG rel 4, PolyA inh inactive, KCNK3 inh inactive, KCNK9 block inactive and hERG rescue -9.
O=C(CSc1nnnn1C1CC2C=CC1C2)Nc1ccc(C(=O)O)cc1 (centres undefined) was read as Dyrk1A ADPGlo -9, KCNQ1 act inactive, KCNQ1 block inactive, TRPC4 PAM inactive, TRPC4 block inactive, TRPC4 agonist inactive, Platelet DG rel 7, PolyA inh inactive, KCNK3 inh inactive, KCNK9 block inactive and hERG rescue -15.
`CCCCn1c(-c2ccc(Br)cc2F)nc2c1c(=O)[nH]c(=O)n2CC(C)C` gave Dyrk1A ADPGlo -7, KCNQ1 act inactive, KCNQ1 block inactive, TRPC4 PAM inactive, TRPC4 block inactive, TRPC4 agonist inactive, Platelet DG rel -2, PolyA inh inactive, KCNK3 inh inactive, KCNK9 block inactive and hERG rescue -7.
Screening CC1CCCN(C(=O)Cn2nnc(-c3ccc(N(C)C)cc3)n2)C1 (centres undefined) returned KCNQ1 act inactive, KCNQ1 block inactive, TRPC4 PAM inactive, TRPC4 block inactive, TRPC4 agonist inactive, Platelet DG rel -2, PolyA inh inactive, KCNK3 inh inactive, KCNK9 block inactive and hERG rescue -2.
`Cc1ccc(C)c2c3c([nH]c12)-c1nonc1CC3` gave Dyrk1A ADPGlo 23, KCNQ1 act inactive, KCNQ1 block inactive, TRPC4 PAM inactive, TRPC4 block inactive, TRPC4 agonist inactive, Platelet DG rel -2, PolyA inh inactive, KCNK3 inh inactive, KCNK9 block inactive and hERG rescue -7.
CC(=O)N1CCc2cc(S(=O)(=O)Nc3ccc(C)cc3)ccc21 was read as Dyrk1A ADPGlo 4, KCNQ1 act inactive, KCNQ1 block inactive, TRPC4 PAM inactive, TRPC4 block inactive, TRPC4 agonist inactive, Platelet DG rel 7, PolyA inh inactive, KCNK3 inh inactive, KCNK9 block inactive and hERG rescue -5.
`O=C(Nc1nc2nc(-c3ccccc3)cc(=O)n2[nH]1)c1ccccc1` gave Dyrk1A ADPGlo 14, KCNQ1 act inactive, KCNQ1 block inactive, TRPC4 PAM inactive, TRPC4 block inactive, TRPC4 agonist inactive, Platelet DG rel -3, PolyA inh inactive, KCNK3 inh inactive, KCNK9 block inactive and hERG rescue -2.
For C=CCn1c(-c2ccc(=O)n(Cc3ccccc3)c2)n[nH]c1=S the results were KCNQ1 act inactive, KCNQ1 block inactive, TRPC4 PAM inactive, TRPC4 block inactive, TRPC4 agonist inactive, Platelet DG rel 0, PolyA inh inactive, KCNK9 block inactive and hERG rescue -3.
`Cc1csc(NC(=O)c2cccs2)n1` gave Dyrk1A ADPGlo 21, KCNQ1 act inactive, KCNQ1 block inactive, TRPC4 PAM inactive, TRPC4 block inactive, TRPC4 agonist inactive, Platelet DG rel 5, PolyA inh inactive, KCNK3 inh inactive, KCNK9 block inactive and hERG rescue -4.
`CCOc1ccc(-n2nnc3c(=O)n(CC(=O)NCc4ccco4)cnc32)cc1` gave Dyrk1A ADPGlo 2, KCNQ1 act inactive, KCNQ1 block inactive, TRPC4 PAM inactive, TRPC4 block inactive, TRPC4 agonist inactive, Platelet DG rel -8, PolyA inh inactive, KCNK3 inh inactive, KCNK9 block inactive and hERG rescue -14.
Screening CCS(=O)(=O)N1Cc2ccccc2CC1C(=O)Nc1ncc(C)s1 (centres undefined) returned Dyrk1A ADPGlo 0, KCNQ1 act inactive, KCNQ1 block inactive, TRPC4 PAM inactive, TRPC4 block inactive, TRPC4 agonist inactive, Platelet DG rel -4, PolyA inh inactive, KCNK3 inh inactive, KCNK9 block inactive and hERG rescue -14.
Screening Cc1sc(NC(=S)NC(=O)c2ccco2)c(C(N)=O)c1C returned Dyrk1A ADPGlo -3, KCNQ1 act inactive, KCNQ1 block inactive, TRPC4 PAM inactive, TRPC4 block inactive, TRPC4 agonist inactive, Platelet DG rel -1, PolyA inh inactive, KCNK3 inh inactive, KCNK9 block inactive and hERG rescue -9.
Screening O=C(O)Cc1csc(-c2ccccc2)n1 returned Dyrk1A ADPGlo 1, KCNQ1 act inactive, KCNQ1 block inactive, TRPC4 PAM inactive, TRPC4 block inactive, TRPC4 agonist inactive, Platelet DG rel 10, PolyA inh inactive, KCNK3 inh inactive, KCNK9 block inactive and hERG rescue -7.
`COCCCNC(=O)Cn1ncc2ccsc2c1=O` gave Dyrk1A ADPGlo -3, KCNQ1 act inactive, KCNQ1 block inactive, TRPC4 PAM inactive, TRPC4 block inactive, TRPC4 agonist inactive, Platelet DG rel 1, PolyA inh inactive, KCNK3 inh inactive, KCNK9 block inactive and hERG rescue -7.
For Cc1nn(C(=O)CCCC(=O)NCc2ccccc2)c2ccccc12 the results were Dyrk1A ADPGlo -4, KCNQ1 act inactive, KCNQ1 block inactive, TRPC4 PAM inactive, TRPC4 block inactive, TRPC4 agonist inactive, Platelet DG rel -9, PolyA inh inactive, KCNK3 inh inactive, KCNK9 block inactive and hERG rescue -8.
`CCC(c1nnnn1Cc1cccs1)N1CCN(c2nc3ccccc3s2)CC1` (centres undefined) gave Dyrk1A ADPGlo -1, KCNQ1 act inactive, KCNQ1 block inactive, TRPC4 PAM inactive, TRPC4 block inactive, TRPC4 agonist inactive, Platelet DG rel -12, PolyA inh inactive, KCNK3 inh inactive, KCNK9 block -11* and hERG rescue -11.
`Cc1ccc(Nc2ncc3c(n2)CC(c2ccco2)CC3=O)c(C)c1` (centres undefined) gave Dyrk1A ADPGlo 7, KCNQ1 act inactive, KCNQ1 block inactive, TRPC4 PAM inactive, TRPC4 block inactive, TRPC4 agonist inactive, Platelet DG rel -1, PolyA inh inactive, KCNK3 inh inactive, KCNK9 block inactive and hERG rescue -7.

Screening data: PubChem, several laboratories

A portion of the library; count on the stated rates, not on these rows.
